Compound activity: PubChem BioAssay, several laboratories
GPR55 beta-arrestin: selective activators of receptor GPR55 – imaging, U2OS cells, beta-arrestin-GFP redistribution, primary screen (AID 1961). U2OS GPR55 beta-arrestin-GFP redistribution imaging; higher % means a stronger effect. activation, % at 10 µM; hits with a dose series show EC50 in µM. actives 0.048% (n = 290,000);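 active = activation above 40% with more than 50 cells counted in the well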;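 also: U2OS osteosarcoma cells stably expressing GPR55 and beta-arrestin-GFP; plate controls were DMSO negative control for no effect and LPI positive control for full effect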
West Nile antiviral: inhibition of WNV-induced cytopathic effect – cell-based, CPE readout (AID 1621); West Nile virus-infected cells, CPE inhibition; higher % means a stronger effect; one-dose CPE inhibition, % at 10 µM; IC50 in µM for titrated hits; actives 0.02% (n = 290,000); in the data active = a potency from the dose series; also: strong numbers were not always called active
T cell modulator: modulates CD8 T cell binding to vesicles; AID 2052; 2C CD8+ T cell-vesicle binding, flow cytometry; active compounds read low; actives 0.068% (n = 330,000); calls only at 7 µM;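 active = response, share of CD8 T cells binding vesicles, and their 90th percentile fluorescence all below set limits, cut at about 80% in these data, passing the limit was not always enough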
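Test system: purified 2C TCR transgenic mouse naive CD8+ T cells. Probe or stimulus: QL9-peptide-loaded Drosophila micro-vesicles bearing Ld, ICAM-1 and B7-1. Incubation: binding step 1.5 h, 37 °C, antibody labelling 20 min, ice. Measured by: flow cytometry of vesicle-bound cells.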
NTR1 ag: agonists of NTR1, primary screen, imaging, U2OS cells, beta-arrestin-GFP, high content (AID 493036). actives 0.17% (n = 330,000). P30989. NTR1-U2OS beta-arrestin-GFP spot imaging, agonist mode. activation, % at 20 µM;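 active = activation at or above 40% of the spot to cytoplasm intensity ratio, with at least 20 cells analyzed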;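 also: 0% = DMSO without peptide and 100% = 100 nM NTR1 peptide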
Target sequence (P30989 whole entry, looked up): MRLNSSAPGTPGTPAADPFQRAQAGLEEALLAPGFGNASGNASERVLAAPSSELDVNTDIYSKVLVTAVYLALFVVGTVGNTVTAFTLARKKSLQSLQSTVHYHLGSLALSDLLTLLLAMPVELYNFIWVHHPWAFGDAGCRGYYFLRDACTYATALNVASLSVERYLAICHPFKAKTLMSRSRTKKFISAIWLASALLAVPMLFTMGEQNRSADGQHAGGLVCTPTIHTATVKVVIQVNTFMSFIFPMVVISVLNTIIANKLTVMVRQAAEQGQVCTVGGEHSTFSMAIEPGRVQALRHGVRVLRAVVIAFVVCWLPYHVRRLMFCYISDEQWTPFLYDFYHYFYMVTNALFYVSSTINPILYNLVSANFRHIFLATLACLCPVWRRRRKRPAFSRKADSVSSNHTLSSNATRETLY
GPR35 arrestin U2OS: GPR35 antagonists blocking zaprinast-driven arrestin recruitment, primary screen, imaging, U2OS, beta-arrestin-GFP, zaprinast agonist (AID 2058). U2OS GPR35 beta-arrestin-GFP translocation imaging, zaprinast antagonism; higher % means a stronger effect. inhibition, % at 10 µM; hits with a dose series show IC50 in µM. actives 0.052% (n = 290,000);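 active = inhibition of at least 50% with at least 30 cells and total cytoplasm GFP at most 10,000,000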
GPR55 LPI antagonism: inhibition of LPI-stimulated GPR55 beta-arrestin translocation – imaging, U2OS, beta-arrestin-GFP, LPI agonist, primary screen (AID 2013) | actives 0.13% (n = 290,000) | U2OS GPR55 beta-arrestin-GFP translocation imaging, LPI antagonism; higher % means a stronger effect | inhibition, % at 10 µM, or IC50 in µM where a hit was titrated;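 active = spots per cell inhibited over 60%, with over 100 cells counted and total cytoplasm intensity under 500,000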;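 also: U2OS cells stably carrying GPR55 and arrestin-GFP stimulated by 5 µM LPI near EC80; imaged beta-arrestin-GFP aggregate spots per cell after agonist stimulation; plate controls were LPI-stimulated DMSO wells for no effect and DMSO wells without LPI for full effect; some results filed as inactive read as strong as hits; confirmed hits need IC50 under 10 µM and bright autofluorescent wells are also inconclusive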
PhoP inhibition: inhibitors of PhoP regulon expression, primary screen, Salmonella Typhimurium, GFP reporter (AID 1863). S. Typhimurium PhoP-regulated promoter GFP reporter, 4 h; higher % means a stronger effect. one-dose inhibition, % at 50 µM; IC50 in µM for titrated hits. actives 0.16% (n = 300,000);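 active = inhibition over 29.93%, a cutoff 3 SD above the screen mean, later confirmed by dose response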;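 also: 0% = low Mg2+ inducing control and 100% = high Mg2+ repressing control; strong numbers were not always called active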
KOR beta-arrestin-1: KOR antagonists, beta-arrestin recruitment, cell-based, luminescence, uHTS (AID 1778). KOR beta-arrestin recruitment, luminescence, antagonist mode; higher % means a stronger effect. inhibition, % at 10 µM, or IC50 in µM where a hit was titrated. actives 0.091% (n = 290,000); in the data active = inhibition above about 50%; also: strong numbers were not always called active
KOR beta-arrestin-2: kappa opioid receptor activators – cell-based, luminescence, uHTS, primary screen (AID 1777); KOR beta-arrestin recruitment, luminescence; higher % means a stronger effect; activation, % at 10 µM, or EC50 in µM where a hit was titrated; actives 0.02% (n = 280,000); in the data active = activation above about 50%, passing the limit was not always enough; also: a part of the inactive calls stands beside numbers as strong as those of hits
T cell modulator vesicle-bound %: recorded beside T cell modulator, whose call it bears; double positive events, %; measured here: CD8+ vesicle-bound cell fraction;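 binding gate set so that unloaded-vesicle control wells show 10% double positive cells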
NTR1 ag cell count 20 µM: recorded beside NTR1 ag, whose call it bears; cell count; measured here: cell count, cytotoxicity flag
Active calls of the source: *; [ ] = remark or other dose.

Results for O=S(Cc1cc(Oc2ccccc2)nc(-c2ccccc2)n1)c1ccccc1 (stereo unspecified) ?
GPR55 beta-arrestin: -0.1%; West Nile antiviral: -0.5%; T cell modulator: inactive; NTR1 ag: 14; GPR35 arrestin U2OS: -12%; GPR55 LPI antagonism: 16%; PhoP inhibition: 2%; KOR beta-arrestin-1: -16%; KOR beta-arrestin-2: -1.7%; T cell modulator vesicle-bound %: 29; NTR1 ag cell count 20 µM: 70

How did CCOC(=O)N/N=C\c1ccc(OC/C=C/c2ccccc2)cc1 do in these assays?
GPR55 beta-arrestin: -0.1%; West Nile antiviral: -0.5%; T cell modulator: inactive; NTR1 ag: 0.0; GPR35 arrestin U2OS: 10%; GPR55 LPI antagonism: 15%; PhoP inhibition: 1%; KOR beta-arrestin-1: 5%; KOR beta-arrestin-2: -1.7%; T cell modulator vesicle-bound %: 57; NTR1 ag cell count 20 µM: 54

How did O=C(OCCNC(=O)c1cc2ccccc2oc1=O)c1cccnc1 do in these assays?
GPR55 beta-arrestin: -0.1%; West Nile antiviral: 1.9%; T cell modulator: inactive; NTR1 ag: -1.3; GPR35 arrestin U2OS: 9%; GPR55 LPI antagonism: -2%; PhoP inhibition: -1%; KOR beta-arrestin-1: 4%; KOR beta-arrestin-2: -4.1%; T cell modulator vesicle-bound %: 36; NTR1 ag cell count 20 µM: 85

How did CCC(C)(C)n1nnnc1C(C(C)C)N(CCN1CCOCC1)Cc1cc2cccc(C)c2[nH]c1=O (stereo unspecified) do in these assays?
GPR55 beta-arrestin: -0.2%; West Nile antiviral: -0.4%; T cell modulator: inactive; NTR1 ag: 0.5; GPR35 arrestin U2OS: 1%; GPR55 LPI antagonism: 10%; PhoP inhibition: 2%; KOR beta-arrestin-1: 3%; KOR beta-arrestin-2: -0.1%; T cell modulator vesicle-bound %: 15; NTR1 ag cell count 20 µM: 66

Results for Cc1nc2ccccc2c2c1C(=O)N(C(C)C)C2=O ?
GPR55 beta-arrestin: 0.0%; West Nile antiviral: 0.3%; T cell modulator: inactive; NTR1 ag: 1.7; GPR35 arrestin U2OS: 2%; GPR55 LPI antagonism: -5%; PhoP inhibition: -2%; KOR beta-arrestin-1: 16%; KOR beta-arrestin-2: 0.0%; T cell modulator vesicle-bound %: 35; NTR1 ag cell count 20 µM: 50

Results for Clc1ccc(Nc2nc(-c3cccs3)cs2)nc1 ?
GPR55 beta-arrestin: -0.1%; West Nile antiviral: 0.2%; T cell modulator: inactive; NTR1 ag: 18; GPR35 arrestin U2OS: -4%; GPR55 LPI antagonism: 8%; PhoP inhibition: 3%; KOR beta-arrestin-1: -3%; KOR beta-arrestin-2: -1.9%; T cell modulator vesicle-bound %: 33; NTR1 ag cell count 20 µM: 53

How did COc1ccc(Nc2cc(Nc3cc(OC)c(OC)c(OC)c3)ncn2)cc1 do in these assays?
GPR55 beta-arrestin: -0.2%; West Nile antiviral: -0.6%; T cell modulator: inactive; NTR1 ag: 0.9; GPR35 arrestin U2OS: -14%; GPR55 LPI antagonism: -4%; PhoP inhibition: 1%; KOR beta-arrestin-1: 39%; KOR beta-arrestin-2: -25%; T cell modulator vesicle-bound %: 22; NTR1 ag cell count 20 µM: 95

Results for COc1ccccc1/C=C1\SC(=S)N(CCC(=O)NNC(=O)c2ccccc2OC)C1=O ?
GPR55 beta-arrestin: 0.8%; West Nile antiviral: 0.4%; T cell modulator: inactive; NTR1 ag: 1.1; GPR35 arrestin U2OS: 4%; GPR55 LPI antagonism: -4%; PhoP inhibition: -10%; KOR beta-arrestin-1: -19%; KOR beta-arrestin-2: 2.5%; T cell modulator vesicle-bound %: 58; NTR1 ag cell count 20 µM: 38

What do the screens show for `CC(C)(C)OC(=O)N1CCC(c2cc(-c3cccs3)n[nH]2)CC1`?
GPR55 beta-arrestin: 0.1%; West Nile antiviral: -1.6%; T cell modulator: inactive; NTR1 ag: 5.2; GPR35 arrestin U2OS: 4%; GPR55 LPI antagonism: -5%; PhoP inhibition: -4%; KOR beta-arrestin-1: -16%; KOR beta-arrestin-2: -2.4%; T cell modulator vesicle-bound %: 27; NTR1 ag cell count 20 µM: 53

How did C=CCOc1ccc(C2=NO[C@@H]3[C@@H]4C[C@@H]([C@H]5C(=O)N(C)C(=O)[C@@H]45)[C@H]23)cc1 do in these assays?
GPR55 beta-arrestin: -0.3%; West Nile antiviral: -0.3%; T cell modulator: inactive; NTR1 ag: 3.8; GPR35 arrestin U2OS: -4%; GPR55 LPI antagonism: 14%; PhoP inhibition: -3%; KOR beta-arrestin-1: -7%; KOR beta-arrestin-2: 3.8%; T cell modulator vesicle-bound %: 16; NTR1 ag cell count 20 µM: 74

How did Cc1ccc(/C=C/c2nnc(-c3cccs3)o2)cc1 do in these assays?
GPR55 beta-arrestin: -0.1%; West Nile antiviral: -0.5%; T cell modulator: inactive; NTR1 ag: -0.8; GPR35 arrestin U2OS: 0%; GPR55 LPI antagonism: 24%; PhoP inhibition: -1%; KOR beta-arrestin-1: -4%; KOR beta-arrestin-2: -1.6%; T cell modulator vesicle-bound %: 35; NTR1 ag cell count 20 µM: 50

What do the screens show for `Cc1nonc1C1CCCN1C(=O)c1cc(COc2ccc(F)cc2F)on1` (stereo unspecified)?
GPR55 beta-arrestin: -0.2%; West Nile antiviral: -1.4%; T cell modulator: inactive; NTR1 ag: 0.0; GPR35 arrestin U2OS: -5%; GPR55 LPI antagonism: 0%; PhoP inhibition: -4%; KOR beta-arrestin-1: -8%; KOR beta-arrestin-2: -1.3%; T cell modulator vesicle-bound %: 50; NTR1 ag cell count 20 µM: 56

Results for COc1ccccc1NC(=O)Cc1noc(CSc2nnc(C(F)(F)F)n2C)n1 ?
GPR55 beta-arrestin: 0.7%; T cell modulator: inactive; NTR1 ag: 1.4; GPR35 arrestin U2OS: 12%; GPR55 LPI antagonism: -19%; PhoP inhibition: 0%; KOR beta-arrestin-1: -36%; KOR beta-arrestin-2: 1.1%; T cell modulator vesicle-bound %: 30; NTR1 ag cell count 20 µM: 39

Results for O=C(NCC(=O)N1CCCCCC1)c1ccc(Br)cc1 ?
GPR55 beta-arrestin: -0.1%; West Nile antiviral: -0.9%; T cell modulator: inactive; NTR1 ag: -1.1; GPR35 arrestin U2OS: -8%; GPR55 LPI antagonism: -9%; PhoP inhibition: -3%; KOR beta-arrestin-1: -4%; KOR beta-arrestin-2: -2.9%; T cell modulator vesicle-bound %: 66; NTR1 ag cell count 20 µM: 60

How did Nc1c(C(=O)NCc2ccco2)nnn1CC(=O)Nc1ccccc1 do in these assays?
GPR55 beta-arrestin: 0.3%; West Nile antiviral: -1.1%; T cell modulator: inactive; NTR1 ag: 2.0; GPR35 arrestin U2OS: 12%; GPR55 LPI antagonism: 18%; PhoP inhibition: -3%; KOR beta-arrestin-1: 23%; KOR beta-arrestin-2: 2.6%; T cell modulator vesicle-bound %: 5; NTR1 ag cell count 20 µM: 69

What do the screens show for `O=C(CC(c1ccccc1)c1cc(Cl)ccc1O)NCCCN1CCOCC1` (stereo unspecified)?
GPR55 beta-arrestin: -0.1%; West Nile antiviral: -0.1%; T cell modulator: inactive; NTR1 ag: 1.3; GPR35 arrestin U2OS: 2%; GPR55 LPI antagonism: 9%; PhoP inhibition: -2%; KOR beta-arrestin-1: -21%[20 µM]; KOR beta-arrestin-2: 12%; T cell modulator vesicle-bound %: 62; NTR1 ag cell count 20 µM: 65

What do the screens show for `COc1ccc(C(c2c(C)[nH]n(C(N)=S)c2=O)C(C#N)C#N)cc1` (stereo unspecified)?
GPR55 beta-arrestin: -0.1%; West Nile antiviral: 0.4%; T cell modulator: inactive; NTR1 ag: 3.3; GPR35 arrestin U2OS: -9%; GPR55 LPI antagonism: 17%; PhoP inhibition: 4%; KOR beta-arrestin-1: 6%; KOR beta-arrestin-2: 0.5%; T cell modulator vesicle-bound %: 31; NTR1 ag cell count 20 µM: 80

What do the screens show for `Cc1c([N+](=O)[O-])cc(C(=O)Nc2ccc3ncccc3c2)cc1[N+](=O)[O-]`?
GPR55 beta-arrestin: 0.0%; West Nile antiviral: -0.1%; T cell modulator: inactive; NTR1 ag: -0.1; GPR35 arrestin U2OS: 1%; GPR55 LPI antagonism: 3%; PhoP inhibition: -8%; KOR beta-arrestin-1: -45%[20 µM]; KOR beta-arrestin-2: 0.7%; T cell modulator vesicle-bound %: 28; NTR1 ag cell count 20 µM: 62

How did COc1ccc(NC(=O)/C=N/O)cc1 do in these assays?
GPR55 beta-arrestin: -0.3%; West Nile antiviral: 0.4%; T cell modulator: inactive; NTR1 ag: -0.8; GPR35 arrestin U2OS: 2%; GPR55 LPI antagonism: 12%; PhoP inhibition: 0%; KOR beta-arrestin-1: -17%; KOR beta-arrestin-2: 2.1%; T cell modulator vesicle-bound %: 54; NTR1 ag cell count 20 µM: 35

Results for C1=C(C(c2nnnn2C2CCCCC2)N2CCCCC2)COc2ccccc21 (stereo unspecified) ?
GPR55 beta-arrestin: -0.3%; West Nile antiviral: -0.3%; T cell modulator: inactive; NTR1 ag: 1.3; GPR35 arrestin U2OS: 6%; GPR55 LPI antagonism: 0%; PhoP inhibition: 2%; KOR beta-arrestin-1: 46%; KOR beta-arrestin-2: 9.9%; T cell modulator vesicle-bound %: 5; NTR1 ag cell count 20 µM: 43

Some of these compounds in order of length of the SMILES, rising:
Results for Cc1nc2ccccc2c2c1C(=O)N(C(C)C)C2=O ?
GPR55 beta-arrestin: 0.0%; West Nile antiviral: 0.3%; T cell modulator: inactive; NTR1 ag: 1.7; GPR35 arrestin U2OS: 2%; GPR55 LPI antagonism: -5%; PhoP inhibition: -2%; KOR beta-arrestin-1: 16%; KOR beta-arrestin-2: 0.0%; T cell modulator vesicle-bound %: 35; NTR1 ag cell count 20 µM: 50

How did Nc1c(C(=O)NCc2ccco2)nnn1CC(=O)Nc1ccccc1 do in these assays?
GPR55 beta-arrestin: 0.3%; West Nile antiviral: -1.1%; T cell modulator: inactive; NTR1 ag: 2.0; GPR35 arrestin U2OS: 12%; GPR55 LPI antagonism: 18%; PhoP inhibition: -3%; KOR beta-arrestin-1: 23%; KOR beta-arrestin-2: 2.6%; T cell modulator vesicle-bound %: 5; NTR1 ag cell count 20 µM: 69

What do the screens show for `Cc1nonc1C1CCCN1C(=O)c1cc(COc2ccc(F)cc2F)on1` (stereo unspecified)?
GPR55 beta-arrestin: -0.2%; West Nile antiviral: -1.4%; T cell modulator: inactive; NTR1 ag: 0.0; GPR35 arrestin U2OS: -5%; GPR55 LPI antagonism: 0%; PhoP inhibition: -4%; KOR beta-arrestin-1: -8%; KOR beta-arrestin-2: -1.3%; T cell modulator vesicle-bound %: 50; NTR1 ag cell count 20 µM: 56
